# mIAP block = inhibitors of mouse IAP, primary screen, biochemical, luminescence, uHTS; AID 2806, 2010; intestinal alkaline phosphatase [Mus musculus]; purified mouse IAP, CDP-Star luminescence, 30 min; 0.2% of 330,000 active; inhibition, % at 10 µM;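 active = inhibition of at least 40% at 10 µM in the primary screen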;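 also: plate controls were DMSO with enzyme for no effect and no enzyme wells for full effect; values of inactives mirror those of a sister screen read the other way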
# MIN6 prolif = inducers of MIN6 beta-cell proliferation, primary screen, ATP luminescence, uHTS | MIN6 cells proliferation, ATPlite luminescence, 48 h; cells starved in 0.2% serum; 100% = growth in 10% serum | proliferation, % at 10 µM | 0.29% of 330,000 active;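 active = compounds whose signal lies at least 3.5 SD above the mean of all wells on their plate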;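 also: 0% = DMSO-treated cells in low-serum medium and 100% = 10% serum control; some compounds called inactive have numbers as strong as hits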
# NALP3 yeast inh = NALP3 inflammasome inhibitors in reconstituted yeast, primary screen, luminescence, uHTS | Yeast reconstituted NLRP3/ASC/caspase-1, beta-gal luminescence, 24 h | inhibition, % at 10 µM | 0.39% of 330,000 active | AID 2825, 2010;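 active = inhibition of 50% or more; inactive = inhibition below 50%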;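 also: plate controls were induced DMSO wells for no effect and uninduced yeast grown without galactose for full effect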
# APOBEC3A inh = APOBEC3A ssDNA deaminase inhibitors, primary screen, selectivity assay for APOBEC3G inhibitor project, biochemical, FAM/TAMRA oligo cleavage fluorescence; DNA dC->dU-editing enzyme APOBEC-3A (Homo sapiens), P31941; AID 493011, 2011; 0.41% of 330,000 active; inhibition, % at 20 µM; recombinant A3A, FAM/TAMRA ssDNA deamination fluorescence;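 active = at least 40% inhibition at 20 µM here, with at most 30% in a related deaminase screen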;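 also: plate controls were A3A with DMSO for no effect and wells lacking A3A enzyme for full effect; some results filed as inactive read as strong as hits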
# SENP1 FRET inh = human SENP1 catalytic domain inhibitors, primary screen, biochemical, FRET, uHTS. recombinant SENP1 catalytic domain, CyPet-SUMO1-YPet FRET cleavage. inhibition, % at 10 µM. AID 624204, 2012. Sentrin-specific protease 1 (Homo sapiens), Q9P0U3. 0.21% of 360,000 active;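 active = inhibition at least 30% at 10 µM, raw YFP signal under a set limit, fluorescence ratio 0.5 to 1.5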;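 also: 0% = enzyme with DMSO and 100% = no enzyme wells; some results filed as inactive read as strong as hits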
#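 Test system: hSENP1 catalytic domain, recombinant; Amount: 20 pM final SENP1 enzyme; Medium: Tris pH 8 buffer plus EDTA, NaCl, BME, BSA, NP40, catalase; Schedule: 50 min enzyme reaction, room temperature, light-protected; Technique: FRET fluorescence in CFP and YFP emission channels; Controls: no-enzyme wells low, DMSO-plus-enzyme wells high control.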
# APOBEC3G inh = APOBEC3G DNA deaminase inhibitors, primary screen, biochemical, fluorescence, single-stranded DNA substrate, uHTS; DNA dC->dU-editing enzyme APOBEC-3G (Homo sapiens), Q9HC16; recombinant A3G, ssDNA deamination FAM/TAMRA fluorescence; inhibition, % at 20 µM; 0.28% of 330,000 active; AID 493012, 2011;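 active = inhibition of at least 40% at 20 µM, with no more than 30% in the related APOBEC3A deaminase screen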;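 also: plate controls were DMSO wells with A3G for no effect and wells lacking A3G enzyme for full effect; some compounds called inactive have numbers as strong as hits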
# Target sequence (Q9HC16 whole entry, looked up): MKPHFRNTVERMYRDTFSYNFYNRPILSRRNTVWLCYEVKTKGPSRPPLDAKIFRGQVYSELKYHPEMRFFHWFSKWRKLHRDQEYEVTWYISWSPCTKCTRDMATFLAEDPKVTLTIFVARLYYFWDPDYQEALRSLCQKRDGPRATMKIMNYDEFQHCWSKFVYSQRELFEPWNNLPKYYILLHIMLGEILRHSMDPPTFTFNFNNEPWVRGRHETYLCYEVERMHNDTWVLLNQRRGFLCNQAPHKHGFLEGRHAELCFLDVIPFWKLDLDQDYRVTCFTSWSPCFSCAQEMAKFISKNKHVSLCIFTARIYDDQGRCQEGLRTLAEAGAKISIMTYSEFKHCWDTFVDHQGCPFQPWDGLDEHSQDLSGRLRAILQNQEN
# hIAP block = human IAP inhibitors, primary screen, biochemical, luminescence, uHTS | Intestinal-type alkaline phosphatase (Homo sapiens), P09923 | purified IAP, CDP-Star luminescence, 30 min | inhibition, % at 10 µM | 0.12% of 330,000 active;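 active = inhibition reaching a set limit with compound at 10 µM in the primary screen, cut at about 35% in these data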;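 also: plate controls were DMSO wells with enzyme for no effect and no-enzyme buffer wells for full effect; values of inactives mirror those of a sister screen read the other way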
# Target sequence (P09923 whole entry, looked up): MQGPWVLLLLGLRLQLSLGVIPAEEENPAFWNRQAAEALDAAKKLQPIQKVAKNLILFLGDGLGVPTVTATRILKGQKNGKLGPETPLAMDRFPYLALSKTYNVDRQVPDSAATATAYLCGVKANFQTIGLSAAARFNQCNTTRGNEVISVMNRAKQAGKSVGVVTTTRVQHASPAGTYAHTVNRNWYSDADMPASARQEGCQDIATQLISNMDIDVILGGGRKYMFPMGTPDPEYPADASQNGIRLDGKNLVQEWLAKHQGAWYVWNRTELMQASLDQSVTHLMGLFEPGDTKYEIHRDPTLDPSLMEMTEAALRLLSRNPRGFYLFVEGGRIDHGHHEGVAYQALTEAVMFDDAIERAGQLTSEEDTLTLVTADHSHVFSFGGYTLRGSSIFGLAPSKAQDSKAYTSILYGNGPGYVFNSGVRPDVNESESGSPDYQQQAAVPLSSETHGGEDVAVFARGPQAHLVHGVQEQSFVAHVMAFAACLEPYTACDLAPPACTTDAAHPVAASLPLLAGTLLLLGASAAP
# mIAP act = activators of mouse IAP, primary screen, biochemical, luminescence, uHTS; intestinal alkaline phosphatase [Mus musculus]; muIAP, CDP-Star luminescence, 30 min; hits give high values; 1 = vehicle-only enzyme signal, 0 = enzyme-free wells; activation factor at 10 µM; 0.24% of 330,000 active; AID 2805, 2010;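 active = activation factor of at least 2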; also: the source names both 10 and 20 µM as test concentration; values of inactives mirror those of a sister screen read the other way
#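 System: mouse IAP enzyme. Reagent: CDP-Star chemiluminescent phosphatase substrate. Benchmarks: DMSO wells, no-enzyme wells. Times: 30 min enzyme-substrate-compound incubation at room temperature. Detection: luminescence from enzymatic CDP-Star hydrolysis. Doses: test compounds delivered from DMSO solution.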
# hIAP act = human IAP activators, primary screen, biochemical, luminescence, uHTS | purified human IAP, CDP-Star luminescence, 30 min; hits give high values; 1 = vehicle-only enzyme, 0 = enzyme-free background | activation factor at 10 µM | Intestinal-type alkaline phosphatase (Homo sapiens), P09923 | 0.16% of 330,000 active;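 active = activation factor of the enzyme at least 2-fold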; also: the source names both 10 and 20 µM as test concentration; values of inactives mirror those of a sister screen read the other way
# * marks the source's active call; other numbers are inactive results; / = not tested or not shown. This is a subset, so the mix of outcomes need not match the whole.
no.	Molecule	mIAP block	MIN6 prolif	NALP3 yeast inh	APOBEC3A inh	SENP1 FRET inh	APOBEC3G inh	hIAP block	mIAP act	hIAP act
1	Cc1ccc(C)c2[nH]c(=O)c(CCNC(=O)c3cccs3)cc12	-7.0	-2.7	2.3	-3.2	1.4	-4.6	13.8	1.07	0.862
2	CN(C)CC/C=C1/c2cc(F)ccc2Sc2ccc(Cl)cc21	4.2	-3.8	35.9	-2.5	-2.6	-8.6	12.4	0.958	0.876
3	Nc1cc(=O)[nH]c(SCCSc2ccc(F)cc2)n1	1.0	-1.5	5.5	-2.7	1.3	-6.0	13.2	0.99	0.868
4	NC(=O)NC(=O)COC(=O)/C=C/c1cccs1	-11.3	-1.5	2.3	-9.4	1.4	-4.5	3.4	1.11	0.966
5	COc1ccc(CC(=O)NNC(=O)c2ccco2)cc1OC	5.5	-2.9	8.1	-5.8	3.1	-12.6	-1.2	0.945	1.01
6	COc1ccc(CCn2ccc(O)c(Cc3ccc(Cl)cc3Cl)c2=O)cc1OC	1.2	7.3	12.3	-1.7	0.9	-1.5	-5.4	0.988	1.05
7	O=S(=O)(c1ccccc1)n1nc(-c2ccccc2)nc1NCc1ccco1	8.7	-2.6	17.1	2.0	-1.8	-0.9	-22.0	0.913	1.22
8	COc1ccc2nc(NC(=O)CSC3=NCCS3)sc2c1	7.6	3.2	20.3	-0.6	-2.0	-3.4	0.6	0.924	0.994
9	COc1ccc(OC)c(NC(=O)C(=O)/C=C(\O)c2cc(OC)ccc2OC)c1	11.1	0.2	9.0	-1.0	3.6	0.6	-10.0	0.889	1.1
10	Cc1cccc(Oc2nc(-c3ccccn3)nc3ccccc23)c1	3.8	-2.6	46.4	-3.1	2.8	-2.3	-27.6	0.962	1.28
11	O=c1cc(-c2ccc(Cl)cc2)[nH]c2ccccc12	-8.9	-1.9	-5.4	7.2	/	5.9	-20.4	1.09	1.2
12	O=C1[C@@H]2C(c3cccnc3)=NO[C@@H]2C(=O)N1c1ccc(Br)cc1	3.6	-0.1	16.0	0.1	2.7	-5.1	9.2	0.964	0.908
13	CC(C)Oc1ccc(C(CC(=O)O)c2ccc(F)cc2)cc1 (stereo not given)	7.4	-0.7	16.9	-0.2	0.7	-3.8	-0.1	0.926	1
14	CCOc1ccc(/C=N/NC(=O)C(C)N(c2ccc(OC)cc2)S(C)(=O)=O)cc1 (stereo not given)	-1.3	0.1	8.5	-3.1	-0.3	-1.5	1.7	1.01	0.983
15	CCCc1ccc(C(=O)Cn2nc(C(=O)O)c3ccccc3c2=O)cc1	-4.6	-1.1	-5.8	-6.8	1.2	-4.8	-17.4	1.05	1.17
16	CN(C)/C=N/NC(=O)c1ccccc1	2.8	-3.4	1.9	-3.7	4.2	-8.0	-11.8	0.972	1.12
17	COc1ccc(C(CNC(=O)COc2ccc(F)cc2Cl)N2CCOCC2)cc1 (stereo not given)	-3.9	-3.7	18.0	-2.6	-0.9	-4.0	-4.9	1.04	1.05
18	COc1ccc(CNC(=O)OCCN2CCN(Cc3ccccc3)CCC2=O)cc1	-2.8	-2.6	15.9	1.3	0.4	5.5	10.3	1.03	0.897
19	O=C(CSc1nnc(-c2ccc(O)cc2)n1Cc1ccccc1)NNC(=O)c1ccc(Br)cc1	8.4	0.8	-1.6	-3.2	3.0	-11.2	-70.9	0.916	1.71
20	CCn1c(NC(=O)c2ccccc2)c(-c2cccs2)c(=O)c2ccccc21	22.9	-0.6	0.4	5.5	-15.9	0.7	5.2	0.771	0.948
21	N#Cc1c(SCC(=O)Nc2ccc(Cl)cc2Cl)sc2c(O)cc(=O)[nH]c12	20.0	-5.7	21.5	12.6	-6.7	-2.1	-0.1	0.8	1
22	O=c1c2ccccc2nc(-c2ccccc2)n1/N=C/c1ccc([N+](=O)[O-])cc1	0.5	-0.4	-20.9	-0.5	-16.4	-10.8	-0.3	0.995	1
23	CC1CN(c2nc(-c3ccccc3)nnc2-c2ccccc2)CC(C)O1 (stereo not given)	-3.1	-1.3	-13.0	-17.4	-0.2	-1.2	-15.4	1.03	1.15
24	COc1ccc(N2C(=O)C3CCCN3C2c2ccc(C)o2)cc1 (stereo not given)	-0.5	-2.1	-9.1	-0.8	0.8	-2.5	-0.5	1	1
25	CCOc1ccc(C(=O)Nc2ccccc2C(=O)O)cc1	-3.6	-4.5	4.3	-3.3	1.8	-10.7	-9.4	1.04	1.09
26	C[C@H](CO)N1C[C@H](C)[C@@H](CN(C)S(=O)(=O)c2ccc(F)cc2)Oc2c(NC(=O)NC3CCCCC3)cccc2C1=O	-15.5	-2.4	4.2	2.4	1.9	-2.3	-4.1	1.16	1.04
27	O=C(Cn1cncn1)N1CCN(c2ccc(F)cc2)CC1	0.4	3.4	6.5	-1.4	3.8	-13.6	2.9	0.996	0.971
28	O=C(CCN1CCCCC1)c1ccc2c(c1)OCCO2	-6.6	-3.8	23.8	-1.8	1.5	-1.7	-9.0	1.07	1.09
29	COC(=O)c1ccc(CSc2ccc3nnc(-c4ccccn4)n3n2)o1	-8.6	-1.4	10.9	1.8	-3.9	-3.4	-30.4	1.09	1.3
30	Cc1ccc(N(CCC#N)C(=O)COC(=O)c2ccccc2SCC(=O)N2CCCC2)cc1	0.5	1.6	12.1	1.0	-0.6	12.9	-2.3	0.995	1.02
31	NC(=O)N1OCC2COc3ccc4ccccc4c3C21 (stereo not given)	5.4	1.4	-0.8	-3.8	-1.2	-7.7	5.6	0.946	0.944
32	Cc1ccc(Nc2nc(-c3cccnc3)cs2)cc1Cl	-11.9	-4.4	-34.0	-8.0	1.0	-8.5	4.4	1.12	0.956
33	COCCNC(=O)CS(=O)Cc1nc(-c2ccccc2C)oc1C (stereo not given)	17.5	1.1	5.5	3.3	-3.5	0.3	20.4	0.825	0.796
34	COC(=O)C(Cc1ccccc1)NC(=O)CCNC(=O)c1ccc(Br)cc1 (stereo not given)	-8.4	0.0	7.8	14.2	-3.2	-0.8	-16.3	1.08	1.16
35	COc1ccc(NS(=O)(=O)c2ccc(C)c(C(=O)N3CC(C)OC(C)C3)c2)cc1 (stereo not given)	2.6	-5.7	-2.6	-1.4	-1.2	-0.1	-13.1	0.974	1.13
36	CC[C@]12c3[nH]c4ccc(OC)cc4c3CCN1C(=O)C(CC(=O)NCCCN(C)C)C[C@@H]2C(=O)N1CCN(C(=O)c2ccco2)CC1 (stereo not given in full)	-7.0	/	/	-1.0	3.2	-0.5	/	1.19	/
37	CN(C)CCNc1nc2sc3c(c2c(=O)n1-c1ccccc1)CCCCC3	11.9	-2.2	17.5	-0.8	-3.7	-4.4	7.8	0.881	0.922
38	O=C(Nc1ccccc1)Nc1ccc(Nc2ccccc2)cc1	-9.2	-1.1	12.2	-0.5	-1.3	-1.9	24.0	1.09	0.76
39	NC(=S)N/N=C1\CC(c2ccc3c(c2)OCCCO3)Oc2ccc(F)cc21 (stereo not given)	15.5	-4.1	-3.1	-3.3	0.2	-3.0	-8.3	0.845	1.08
40	Nc1[nH]c(=O)[nH]c(=O)c1N=Nc1ccc(C(=O)O)cc1	-2.7	2.8	21.6	-0.9	-19.8	-2.7	11.2	1.03	0.888
41	CC(C)C[C@H](NC(=O)C1CC(=O)N(c2ccc3c(c2)OCO3)C1)C(=O)NC1CCCC1 (stereo not given in full)	6.2	-2.6	13.2	-1.4	4.7	-4.6	7.3	0.938	0.927
42	O=C(CCCNC(=O)c1ccc(Cl)cc1)Nc1ccc(Br)cc1	3.3	-3.7	14.9	-5.9	-0.7	-12.1	4.3	0.967	0.957
43	Cc1c(Br)c([N+](=O)[O-])nn1C(C)C(=O)Nc1c(C)n(C)n(-c2ccccc2)c1=O (stereo not given)	10.9	1.7	9.0	-0.3	1.2	-3.4	-14.2	0.891	1.14
44	Cn1c(=O)c2c(ncn2CC(COCc2ccccc2)OCc2ccccc2)n(C)c1=O (stereo not given)	5.0	2.2	28.9	2.1	0.6	-2.7	6.8	0.95	0.932
45	Cc1cccnc1NC(=O)CNC(=O)C1CCCCC1	-14.3	-0.7	8.7	-2.6	0.3	-5.1	11.6	1.14	0.884
46	CCCOc1ccc(N2C(=O)CC(N3CCN(S(=O)(=O)c4ccccc4)CC3)C2=O)cc1 (stereo not given)	3.0	-1.6	-4.5	-0.9	6.0	-3.3	3.6	0.97	0.964
47	O=C(Nc1nnc(-c2ccc(Cl)cc2)o1)c1ccccc1Br	-8.5	-4.8	17.5	36.3	-0.5	-11.2	-4.4	1.08	1.04
48	O=C(OCCNC(=O)c1cc2ccccc2oc1=O)c1cccnc1	-0.6	-1.7	8.8	0.3	1.8	-1.8	-6.1	1.01	1.06
49	O=C(Cc1cccs1)NCc1cccnc1	-11.6	-3.6	-1.2	-3.1	-5.4	-9.7	-15.5	1.12	1.16
50	COCCn1c(C)cc(C(=O)CSc2nc3ccccc3s2)c1C	1.0	-1.9	12.3	0.7	-0.2	2.1	14.6	0.99	0.854
51	CCOC(=O)c1cc(-c2cc(OC)c(OC)c(OC)c2)nc2c1c(=O)[nH]c(=O)n2Cc1ccccc1	7.3	-0.3	13.2	-2.5	-0.2	1.2	-7.4	0.927	1.07
52	Fc1ccc2[nH]c3c(N4CCSCC4)ncnc3c2c1	-5.7	-6.2	-3.4	-2.2	-6.8	-1.4	-15.9	1.06	1.16
53	O=C(NC1CC2CCC(C1)N2Cc1nnnn1Cc1ccco1)NC12CC3CC(CC(C3)C1)C2 (stereo not given)	-36.2	-1.4	12.8	-2.5	-1.4	-5.0	4.8	1.36	0.952
54	NNC(=O)COc1ncn(-c2ccccc2)n1	-6.1	0.5	-2.9	-0.5	0.4	4.6	8.0	1.06	0.92
55	COc1ccc(NC(=O)COC(=O)[C@@H]2CCCN2C(=O)c2cccs2)c(OC)c1	-9.2	-4.1	-3.2	0.4	2.7	-2.3	8.4	1.09	0.916
56	Cc1ccc(NC(=S)/N=C(\N)Nc2nc(C)c3cc(C)ccc3n2)c(C)c1	7.4	-2.8	-5.0	3.0	-2.8	2.2	-29.5	0.926	1.29

# Screening results deposited in PubChem by Sanford-Burnham Center for Chemical Genomics.
